Compound activity deposited in PubChem BioAssay by several laboratories.
Rev-erbA mod: modulators of Rev-erb alpha DNA binding, primary screen, biochemical, FITC-DNA, fluorescence polarization, uHTS; Rev-erbα–FITC-DNA binding, 90 min; AID 1259318, 2017; hit rate 0.79% among 370,000; activity, % at 10 µM; Nuclear receptor subfamily 1 group D member 1 (Homo sapiens), P20393;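 active = activity above about 14%, limit read from the data; passing the limit was not always enough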;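 note: 0% = DMSO wells with 35 nM protein and 100% = DMSO wells with 750 nM protein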
ABHD4 inh: ABHD4 inhibitors, primary screen, biochemical, fluorescence polarization, mouse | AID 720543, 2013 | (Lyso)-N-acylphosphatidylethanolamine lipase (Mus musculus), Q8VD66 | purified mABHD4, FP-Rh probe fluorescence polarization | hit rate 0.54% among 370,000 | inhibition, % at 8.92 µM;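 active = inhibition exceeding the mean over every tested compound plus 3 SD, cut at about 30% in these data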;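 note: 0% = plate median of compound wells and 100% = S159A mutant with DMSO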
Target sequence (Q8VD66 whole entry, looked up): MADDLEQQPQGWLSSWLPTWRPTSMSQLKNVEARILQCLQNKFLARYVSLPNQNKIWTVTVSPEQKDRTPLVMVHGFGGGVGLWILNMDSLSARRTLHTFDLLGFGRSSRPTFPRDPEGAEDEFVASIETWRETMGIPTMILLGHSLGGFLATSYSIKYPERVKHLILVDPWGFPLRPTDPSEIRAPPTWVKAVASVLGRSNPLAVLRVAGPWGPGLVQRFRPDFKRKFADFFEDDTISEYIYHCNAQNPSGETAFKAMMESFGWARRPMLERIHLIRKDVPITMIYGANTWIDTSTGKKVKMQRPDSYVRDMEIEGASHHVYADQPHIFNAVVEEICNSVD
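Assay system: wild-type mouse ABHD4 protein; compound: single nominal dose of 8.92 µM, 0.89% DMSO final; schedule: 45 min + 60 min at 25 °C; measured by: FP readout, ex 525 nm / em 598 nm; evaluation: % inhibition of FP-Rh probe binding versus controls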
LEDGF integ inh: blockers of LEDGF/p75-dependent integrase strand transfer – biochemical, TR-FRET, high throughput, primary screen; HIV-1 integrase (with human LEDGF/p75); TR-FRET IN-LEDGF/p75 DNA integration, Eu/Cy5; inhibition, % at 3.7 µM; hit rate 0.64% among 370,000;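 active = inhibition above the screen-wide mean plus 3 SD, cut at about 13% in these data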;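 note: signal is the Cy5 over europium emission ratio at 671 and 618 nm; 0% = plate median of compound wells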
PG9 Ab binder: binders of HIV-1 gp120 antibody PG9, primary screen, biochemical, TR-FRET; HIV-1 gp120 / PG9 antibody interaction; TR-FRET gp120-PG9 antibody binding; inhibition, % at 6.7 µM; hit rate 0.43% among 360,000; AID 624416, 2012; in the data active = inhibition above about 8.5%
TDP2 absorb: human TDP2 enzyme inhibitors, primary screen, biochemical, epi absorbance, recombinant enzyme; hit rate 0.34% among 370,000; inhibition, % at 12.8 µM; AID 720702, 2013; T5PNP hydrolysis, p-nitrophenol absorbance 415 nm; Tyrosyl-DNA phosphodiesterase 2 (Homo sapiens), O95551;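 active = inhibition above the mean of all tested compounds plus 3 SD, set per campaign, cut at about 25% in these data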;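 note: 0% = DMSO with enzyme and 100% = buffer with substrate but no TDP2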
Target sequence (O95551 whole entry, looked up): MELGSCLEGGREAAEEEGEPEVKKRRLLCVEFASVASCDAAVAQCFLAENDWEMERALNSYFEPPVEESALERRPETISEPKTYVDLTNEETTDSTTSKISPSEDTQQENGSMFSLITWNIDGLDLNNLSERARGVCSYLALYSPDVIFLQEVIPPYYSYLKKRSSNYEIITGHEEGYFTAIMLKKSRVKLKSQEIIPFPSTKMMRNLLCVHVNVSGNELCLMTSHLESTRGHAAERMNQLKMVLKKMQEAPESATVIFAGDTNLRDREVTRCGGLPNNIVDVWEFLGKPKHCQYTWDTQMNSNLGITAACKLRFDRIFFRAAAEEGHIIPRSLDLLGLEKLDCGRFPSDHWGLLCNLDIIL
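Test system: human TDP2 enzyme; Input: 120 nM TDP2 per well; Buffer or medium: Mg2+-containing Tris-HCl buffer, pH 7.5; Reagent: 5 mM T5PNP; Dosing: 12.8 µM single point, 1% DMSO; Incubation: reaction 2 h, 37 °C; Detection: p-Nitrophenol epi absorbance; Read-out: % inhibition relative to enzyme-containing and enzyme-free wells; Replicates: single well per compound.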
rCAG RNA binder: binders of r(CAG) RNA repeats, primary screen, biochemical, fluorescence | r(CAG) RNA repeat, TO-PRO-1 dye displacement fluorescence | inhibition, % at 3 µM | hit rate 1.3% among 370,000 | AID 651821, 2012;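 active = inhibition above the plate cutoff, the mean of all test compounds on that plate plus 3 SD, cut at about 35% in these data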;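 note: 0% = DMSO alone and 100% = 100 µM mitoxantrone as full dye displacement; higher means more dye released from RNA so lower well fluorescence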
PRMT1 inh: PRMT1 methyltransferase inhibitors, primary screen, biochemical, fluorescence polarization | hit rate 1.3% among 370,000 | recombinant PRMT1, activity-based probe fluorescence polarization | inhibition, % at 2.79 µM | AID 652257, 2013;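 active = inhibition above about 21% made by adding two undisclosed values, limit read from the data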
Target sequence (Q99873 whole entry, looked up): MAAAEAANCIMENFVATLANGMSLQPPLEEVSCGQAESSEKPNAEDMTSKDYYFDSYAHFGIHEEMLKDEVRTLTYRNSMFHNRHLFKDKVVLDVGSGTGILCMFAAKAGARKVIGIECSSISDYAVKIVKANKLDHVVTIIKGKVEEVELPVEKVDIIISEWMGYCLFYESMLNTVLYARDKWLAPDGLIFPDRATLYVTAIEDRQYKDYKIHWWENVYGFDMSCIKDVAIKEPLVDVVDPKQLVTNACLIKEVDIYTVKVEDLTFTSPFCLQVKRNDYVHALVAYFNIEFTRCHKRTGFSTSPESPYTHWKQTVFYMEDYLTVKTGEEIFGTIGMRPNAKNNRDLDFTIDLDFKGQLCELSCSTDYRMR
HTRA1 inh: HTRA1 serine protease inhibitors, primary screen, biochemical, fluorescence polarization, HTS; Q92743; recombinant HTRA1, FP-rhodamine activity-based probe; inhibition, % at 5.96 µM; hit rate 0.5% among 340,000; AID 504803, 2011; in the data active = inhibition above about 36%;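 note: 0% = enzyme with DMSO and 100% = wells lacking enzyme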
TCR-CD3 inh: inhibitors of human TCR-CD3 interaction, primary screen, biochemical, fluorescence, TAMRA-labeled TCR probe; AID 651800, 2012; inhibition, % at 9.4 µM; hit rate 0.37% among 360,000; in the data active = inhibition above about 19%;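 note: recombinant mutant TCR 2C K166C tagged with TAMRA read by polarization; 0% = receptor in buffer alone and 100% = receptor with positive control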
SIAE primary: human SIAE inhibitors, primary screen, biochemical, fluorescence polarization, FP-Rh probe, 1536-well HTS; Sialate O-acetylesterase (Homo sapiens), Q9HAT2; SIAE FP-Rh probe binding; inhibition, % at 9.66 µM; hit rate 0.69% among 370,000;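 active = inhibition above a cutoff: mean of compounds within the control limits plus 3 SD of those, cut at about 17% in these data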;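 note: 0% = plate median of compound wells and 100% = probe without SIAE protein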
* marks the source's active call; other numbers are inactive results; . = no result given; & = joins results of further samples. A portion of the library. The share of hits here may be higher or lower than overall.

SMILES	Rev-erbA mod	ABHD4 inh	LEDGF integ inh	PG9 Ab binder	TDP2 absorb	rCAG RNA binder	PRMT1 inh	HTRA1 inh	TCR-CD3 inh	SIAE primary
Cc1ccc(NC(=O)c2cccnc2C(=O)Nc2ccc(C)cc2)cc1	-2	6	1	2.7	-3	0	3	-6	-7	1
CC(=O)OCC(=O)Nc1c(C)cccc1C	0	0	0	2.6	6	-1	-1	-8	-2	7
COc1ccc(S(=O)(=O)N2CCOCC2)cc1NC(=O)CSc1nnc2n1CCCCC2	-3	-10	-7	1.8	5	3	4	8	2	9
O=S(=O)(c1ccc2ccccc2c1)N1CCN(S(=O)(=O)c2c(F)cccc2F)CC1	6&-1	1&1	2&0	-2.4	3&5	0	1&-3	7	2	-12&1
O=C1C=C(NNC(=O)c2ccncc2)CC(c2ccccc2)C1 (stereo unspecified)	-6	-1	5	-5.1	-8	-14	63*	8	-4	0
CC1CCCN(c2cccc3c2S(=O)(=O)N(Cc2ccc(F)cc2)[C@@H](C)[C@H](c2ccccc2)O3)C1 (stereo partly specified)	5	5	-4	0.4	3	1	3	.	-4	-5
COc1ccc(CCC(=O)N2c3ccccc3CC2C)cc1 (stereo unspecified)	0	1	-2	-0.1	-4	-6	-2	-8	6	-1
CC(C)(C)OC(=O)N1CCC(NC(=O)c2[nH]c(C(F)(F)F)nc2-c2ccccc2)CC1	-2	-3	-2	-2.1	7	4	-1	.	8	3
Cc1cc(C)c2nc(NNC(=O)c3ccc(S(=O)(=O)N4CCc5ccccc5C4)cc3)sc2c1	6	6	20*	-1.7	-11	61*	-7	52*	3	6
O=C(NCCCn1ccnc1)c1cccc(Cl)c1	-2	9	6	0.5	2	-3	3	4	5	-1
CCc1c(C)nc(SCC(=O)Nc2nc(-c3ccc(OC)cc3)cs2)[nH]c1=O	-6	1	-3	1.4	-10	21	3	-24	8	-7
Cc1nc2c(ccc3nc(NC(=O)C4CC4)sc32)s1	1	-10	-5	0.0	-4	5	3	-13	1	-6

Looked up one by one from the entries so far:
SMILES	Rev-erbA mod	ABHD4 inh	LEDGF integ inh	PG9 Ab binder	TDP2 absorb	rCAG RNA binder	PRMT1 inh	HTRA1 inh	TCR-CD3 inh	SIAE primary
O=C(NCCCn1ccnc1)c1cccc(Cl)c1	-2	9	6	0.5	2	-3	3	4	5	-1
Cc1ccc(NC(=O)c2cccnc2C(=O)Nc2ccc(C)cc2)cc1	-2	6	1	2.7	-3	0	3	-6	-7	1
CC1CCCN(c2cccc3c2S(=O)(=O)N(Cc2ccc(F)cc2)[C@@H](C)[C@H](c2ccccc2)O3)C1 (stereo partly specified)	5	5	-4	0.4	3	1	3	.	-4	-5

The list continues:
SMILES	Rev-erbA mod	ABHD4 inh	LEDGF integ inh	PG9 Ab binder	TDP2 absorb	rCAG RNA binder	PRMT1 inh	HTRA1 inh	TCR-CD3 inh	SIAE primary
COCCN1CCN(C(=O)c2ccc3oc(CCc4ccccc4)nc3c2)CC1	-4	0	-2	-2.1	0	-7	4	-1	1	2
O=C(O)c1ccc(COc2ccc([N+](=O)[O-])cc2)o1	-6	3	-5	-1.4	9	1	1	6	-3	-9
CCN(C(=O)COC(=O)/C=C/c1ccccc1[N+](=O)[O-])C1CCS(=O)(=O)C1 (stereo unspecified)	-4	3	1	0.3	8	-2	-3	-1	5	-3
Cc1ccc2[nH]c(C(=O)N/N=C/c3ccc([N+](=O)[O-])cc3)c(C)c2c1	-2	0	3	-1.2	6	7	-9	-5	2	5
CCOCCCNC(=O)c1ccc2c(c1)N(CC)C(=O)c1ccccc1S2=O (stereo unspecified)	-8	-7	-1	-1.8	15	-6	-2	8	5	2
O=C(NCc1ccc(Cl)cc1)C1CCC(CNc2c(N3CCOCC3)c(=O)c2=O)CC1 (stereo unspecified)	-4	-1	-5	-1.4	5	-2	2	-4	-6	1
O=C1[C@H]2[C@@H](/C=C/c3ccccc3)N3C(=O)CN(Cc4ccccn4)C(=O)[C@@]3(Cc3ccccc3)[C@H]2C(=O)N1c1ccccc1	-1	6	0	2.3	-5	1	-1	-14	1	1
CC1(c2ccc(OC(F)F)cc2)NC(=O)N(/N=C/c2c(O)ccc3ccccc23)C1=O (stereo unspecified)	3	-4	-1	0.2	-6	4	0	-17	4	-5
CCn1c(SCc2nc3scc(-c4ccccc4)c3c(=O)[nH]2)nnc1-c1ccc(Cl)cc1	-8	2	-5	0.1	1	3	0	-10	7	-2
C=CCn1c(SCC(=O)O)nnc1-c1ccc(C(C)(C)C)cc1	0	-4	-1	0.0	5	7	1	4	2	6
CC(=C1C(=O)c2ccccc2C1=O)N1CCC(C(N)=O)(N2CCCCC2)CC1	-2	13	-4	0.8	5	-1	6	0	1	5
O=C(NCCc1cnc[nH]1)c1cccs1	0	4	5	-2.3	-7	-1	-7	-4	1	0
COc1ccccc1-c1nnc2sc(COc3ccccc3)nn12	1	-1	28*	1.0	9	-1	0	2	2	1
Nc1cc(C(=O)O)ccc1Nc1ccccc1	0	5	-2	-12	1	18	2	-3	5	1
O=C(CSc1ccc2nnc(CCNC(=O)c3ccccc3)n2n1)Nc1ccccc1F	3	-3	1	-1.0	-20	-1	-8	3	5	-2
CCCn1c2c(c(=N)c3c1CCC3)CCC2	-5	-12	-4	1.9	7	0	-1	4	5	4
Cc1ccc(NC(=O)C2=CCN(S(=O)(=O)c3ccc(F)cc3)CC2)cc1	-1	0	5	-2.6	-2	2	-9	-10	3	-1
O=C(Nc1cc(S(=O)(=O)N2CCCCC2)ccc1N1CCOCC1)c1cc(=O)[nH]c2ccccc12	-1	-3	2	1.0	14	5	-1	4	-2	-4
COc1ccc(N(C(=O)Cn2nnc(-c3ccccc3F)n2)C(C(=O)NCC2CCCO2)c2ccc(Cl)cc2)cc1 (stereo unspecified)	4	-7	1	0.2	26*	-1	-3	6	3	-2
O=[N+]([O-])c1cccc(-c2nnc3cccc(Cl)n23)c1	-4	-1	3	-2.2	15	-1	-2	0	3	4
Cc1ccc(COC(=O)c2ccc3ccccc3n2)cc1	-1	-4	-1	-1.6	24	0	-2	-16	-1	0
NC1=NC[C@H](Cc2ccccc2)N1CCc1cc(C(F)(F)F)cc(C(F)(F)F)c1	0	20	-1	1.2	-2	9	4	-2	1	3
CN1CCC(N2CCN(C3CN(Cc4cn(Cc5cccc(C(F)(F)F)c5)nn4)S(=O)(=O)C3)CC2)CC1 (stereo unspecified)	-7	-11	0	-1.3	5	2	3	.	1	6
CN=c1scc(-c2cc(OC)ccc2OC)n1/N=C/c1c(C)[nH]c2ccccc12	4	-9	1	-1.3	-6	17	-3	20	-13	0
CC(C)OCCCNC(=O)CN1CCN(Cc2ccccc2Cl)C1=O	-1	1	-1	-3.2	-6	-4	-2	-1	-1	0
COC(=O)[C@]1(Sc2ccc(OC)cc2)CC(=O)N[C@@H]1c1ccccc1	6	-1	3	-1.5	7	4	9	.	-1	-2
COC(=O)CCNCCSc1nnc(-c2ccco2)n1Cc1ccccc1	-4	8	-1	0.8	15	-3	-2	9	1	0
Cc1ccc(O)c(C(=O)c2cc(C#N)c(=O)n(Cc3ccccc3)c2)c1	11	-6	-2	-0.5	-3	4	-1	-35	-1	0
COCCCn1c(=O)/c(=C\c2ccccc2OC(F)F)s/c1=C(/C#N)C(=O)N1CCOCC1	-1	3	-1	-2.1	-2	-5	-2	-2	-2	2
CCOc1ccccc1-n1nnnc1SCC(=O)O	-5	-1	-3	-0.8	-6	-2	7	3	-5	-4
COc1ccc(OC)c(N(CC(=O)NCc2ccccc2)S(=O)(=O)c2ccc(OC)c(OC)c2)c1	5	-5	2	-1.6	7	-4	1	6	9	-1
c1ccc(-c2cc3nc(NCc4cccs4)nc(NCc4ccc5occc5c4)c3s2)cc1	6	-7	2	-0.4	7	10	0	.	-5	3
Cc1nc2ccc(S(=O)(=O)NCC(=O)N3CCCCC3)cc2s1	-2	2	1	3.0	0	-2	3	-2	1	1
COc1ccc(CNc2nccs2)cc1	6	5	2	-2.3	0	0	-3	3	3	-6
CCN(CC)CCN1C(=O)c2ccccc2NC1c1cc(OC)c(OC)c(OC)c1 (stereo unspecified)	-2	-2	-2	-0.1	6	-4	-1	9	-2	3
CN(N)c1nc2ccccc2nc1C(F)(F)F	4	-4	3	-1.7	-6	-1	-2	.	10	2
O=C(Nc1ccc(Cl)c(Cl)c1)N1CCCCCC1	4	-10	-2	-0.4	-14	-4	8	-2	4	-5
CN1/C(=C/C(=O)C2CCC2)Sc2ccccc21	-1	3	6	-2.3	-8	3	63*	0	3	-5
COc1cc(Br)cc(-c2nc3c(c(=O)[nH]c(=O)n3Cc3ccccc3)n2C)c1O	1	4	-2	-2.1	-3	15	5	27	3	8
Cc1ccc(CCNS(=O)(=O)c2cc3c(cc2C)n(C)c(=O)c(=O)n3C)cc1	-8	-2	-3	-1.5	-6	0	9	-5	0	-3
O=C(Nc1nccs1)c1cc(Cl)ccc1[N+](=O)[O-]	4	4	-1	-0.8	-2	3	-3	0	6	5
c1ccc(NC(=NCc2ccco2)c2ccccc2)cc1	-1	3	-1	-1.2	6	-3	-1	9	5	3
CC(Cn1cncn1)NC(=O)c1cc(COc2cccc(C(F)(F)F)c2)on1 (stereo unspecified)	-4	-2	1	-1.4	-17	-7	-1	0	10	-3
COc1ccc(C(=O)NC(=S)Nc2ccc(N3CCCC3)cc2)cc1OC	-3	9	5	-0.3	4	6	1	13	0	4
Cc1ccc(NC(=S)N(CCCN2CCN(C)CC2)Cc2cccs2)cc1	-4	-5	4	-0.7	-17	-4	12	0	-1	-6
COc1ccc(/C=C2\SC(=S)N(CCC(=O)Nc3ccc(C(=O)O)cc3)C2=O)cc1	-5	-6	-5	0.5	-7	12	3	-8	-5	-7
CCOc1cc(C2C(C(=O)c3ccco3)=C(O)C(=O)N2CC2CCCO2)ccc1O (stereo unspecified)	-6	-6	2	-2.5	16	-1	-1	3	7	6
Cc1noc(C(=O)NC2CCCCC2)c1Cl	0	0	-2	0.4	-7	-2	-4	0	4	-3
CC(=O)NC(c1cccc(F)c1)c1nc(-c2ccc(N(C)C)cc2)cs1 (stereo unspecified)	3	3	-2	-5.0	1	8	-2	.	-4	16
CC(=O)Nc1ccc(C#Cc2ccc(NC(C)=O)cc2)cc1	3	0	-3	1.6	-1	0	2	-4	0	-6
